LGR2 antag – inhibitors of bursicon-induced Drosophila LGR2 receptor cAMP signaling. HEK293 LGR2, CRE-luciferase, bursicon-stimulated, 4 h. actives 0.35% (n = 380,000). inhibition, % at 9.99 µM;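 active = drop in luminescence signal, shown as inhibition above about 50% in the replicate tests, limit read from the data, passing the limit was not always enough; inconclusive = probably only some replicates passing the limit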;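 also: agonist challenge used bursicon conditioned medium at about half maximal strength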
PGC1a acetyl inh – lowers PGC1a acetylation signal in U2OS cells. inhibition, % at 15.6 µM. AID 651687. actives 0.17% (n = 350,000). AlphaScreen anti-acetyl-lysine; with virally co-expressed GCN5 acetyltransferase;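 active = every replicate shows inhibition of at least 40%; inconclusive = mean inhibition at least 40% but some replicate below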;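 also: 0% = neutral control wells and 100% = positive control wells; some results beyond the cut were filed as inactive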
XiGFP reactiv – activators of X-chromosome reactivation in mouse fibroblasts; XiGFP mouse fibroblasts, % GFP-positive cells imaging, 3 d; cells co-treated with 5-aza-dC sensitizer; scaled so ellipticine positive control = 100%; activation, % at 7.58 µM; actives 0.055% (n = 360,000); AID 743238;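 active = mean normalized replicate activation at least 10% and every replicate at or above 10%; inconclusive = only one of the two criteria met; inactive = mean below 10% and not all replicates reach 10%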;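 also: 0% = median of on-plate neutral control wells and 100% = ellipticine 6 µM median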
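Assay system: SV40-immortalized XiGFP fibroblast cells, line 68-5-11; buffer or medium: DMEM plus 5-aza-dC sensitizer; compound: one concentration, pinned; timing: compounds 3 days, fix/stain 15 min at room temperature; benchmarks: positive control ellipticine, 6 µM final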
SIRT5 block – inhibitors of human sirtuin-5 desuccinylase | Q9NXA8 | Purified SirT5, succinyl-peptide AMC, trypsin-coupled fluorescence | inhibition, % at 15 µM | actives 1.1% (n = 330,000) | AID 652115; in the data active = inhibition above about 15%; inconclusive = no clear call, values can overlap the other calls
ERAP1 inh – blocks human ERAP1 aminopeptidase activity; Q9NZ08; recombinant ERAP1, Leu-AMC fluorescence, 60 min; inhibition, % at 10.7 µM; actives 0.15% (n = 340,000); AID 652197;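 active = mean replicate inhibition of at least 30%, or all replicates individually reaching that 30% level; inactive = mean below 30% and not every replicate reaching it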;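 also: 0% = neutral control wells and 100% = L-leucinethiol positive control wells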
Target sequence (Q9NZ08 whole entry, looked up): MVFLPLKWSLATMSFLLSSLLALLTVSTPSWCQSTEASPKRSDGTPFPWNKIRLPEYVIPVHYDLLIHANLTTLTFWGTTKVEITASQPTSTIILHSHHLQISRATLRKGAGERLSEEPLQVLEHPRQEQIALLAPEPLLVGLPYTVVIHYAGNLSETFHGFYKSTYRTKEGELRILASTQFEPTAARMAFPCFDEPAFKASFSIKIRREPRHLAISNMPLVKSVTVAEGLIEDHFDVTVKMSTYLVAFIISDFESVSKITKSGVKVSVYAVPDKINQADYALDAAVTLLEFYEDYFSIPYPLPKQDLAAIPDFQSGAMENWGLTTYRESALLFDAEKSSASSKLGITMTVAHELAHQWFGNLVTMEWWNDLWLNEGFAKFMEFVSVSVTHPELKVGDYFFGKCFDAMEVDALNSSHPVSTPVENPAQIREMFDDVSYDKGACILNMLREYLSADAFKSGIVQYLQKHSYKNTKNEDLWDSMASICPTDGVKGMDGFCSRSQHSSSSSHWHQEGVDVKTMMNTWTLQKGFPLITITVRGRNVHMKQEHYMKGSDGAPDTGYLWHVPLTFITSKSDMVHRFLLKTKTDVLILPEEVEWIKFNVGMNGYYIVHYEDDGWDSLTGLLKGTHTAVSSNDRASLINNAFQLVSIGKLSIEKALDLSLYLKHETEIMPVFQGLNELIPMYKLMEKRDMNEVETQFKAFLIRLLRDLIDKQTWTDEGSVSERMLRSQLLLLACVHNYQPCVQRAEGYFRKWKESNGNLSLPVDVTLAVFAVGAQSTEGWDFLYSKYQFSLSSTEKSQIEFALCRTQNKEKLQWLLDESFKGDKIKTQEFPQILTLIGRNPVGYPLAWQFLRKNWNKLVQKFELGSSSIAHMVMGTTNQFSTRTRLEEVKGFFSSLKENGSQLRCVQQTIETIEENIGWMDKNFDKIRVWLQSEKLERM
S100A4 inh HTS – inhibitors of human S100A4 binding to myosin IIA peptide; actives 0.14% (n = 360,000); inhibition, % at 10.7 µM; AID 652163; S100A4/TAMRA-MyoIIA peptide fluorescence polarization;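 active = mean inhibition of at least 70% across replicates, with every replicate also reaching that level; inconclusive = mean inhibition reaches 70% but some replicates fall short; inactive = mean inhibition below 70%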
Target sequence (P26447 whole entry, looked up): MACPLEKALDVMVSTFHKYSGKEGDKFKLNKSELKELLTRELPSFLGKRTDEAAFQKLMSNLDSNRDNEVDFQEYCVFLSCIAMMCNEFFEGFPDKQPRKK
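Compound dosing: one dose per compound; test system: human S100A4 monomer with TAMRA-labelled myosin IIA peptide; probe or stimulus: TAMRA-labelled myosin IIA heavy-chain peptide probe, 5 nM; medium: HEPES buffer with Ca2+, pH 7.2; schedule: 5 min incubation before reading; benchmarks: neutral control DMSO, positive control TFP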
C2C12 statin – suppression of simvastatin myotoxicity | C2C12 myotubes + simvastatin, ATP luminescence, 48 h; scaled: DMSO 0, geranylgeraniol control 100 | actives 0.78% (n = 330,000) | AID 602340 | rescue of ATP level, % at 7.49 µM;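 active = mean ATP rescue above about 67%, or every replicate alone reaching that limit, limit read from the data, passing the limit was not always enough; inconclusive = no clear call, values can overlap the other calls; inactive = mean under the limit and some replicate under it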;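 also: myotubes were challenged with 10 µM simvastatin during compound exposure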
Cneo AK release – causes C. neoformans cell lysis; lysis activity, % at 15 µM; actives 0.2% (n = 360,000); adenylate kinase release luminescence, 4 h; normalised: neutral wells 0, clomiphene wells 100;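 active = mean lysis activity across replicates of at least 80%, whatever share of replicates individually reach that level; inactive = mean lysis activity below 80%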
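read-out = cell lysis signal | test system = log-phase Cryptococcus neoformans yeast cells | input = cells at 5 × 10^6 per mL | medium = fresh YPD growth medium | signal = luminescent adenylate kinase detection reagent | timing = 4 h at 37 °C static, read 1 h later | dosing = single dose | controls = Clomiphene as positive lysis control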
Active calls of the source: *; ? = inconclusive; / = not tested or not shown. This is a subset (hit frequency here may not be typical).

Structure | LGR2 antag | PGC1a acetyl inh | XiGFP reactiv | SIRT5 block | ERAP1 inh | S100A4 inh HTS | C2C12 statin | Cneo AK release
O=C(Cc1ccncc1)N[C@H]1CC[C@H](CCn2cc(-c3ccccc3F)nn2)O[C@@H]1CO | -1 | -14 | -0.4 | 25* | -1 | -1 | 7 | -1
COc1ccc(C(=O)N2CCC3(CC2)NCCc2[nH]cnc23)cc1OC | -14 | 1 | 0.0 | 2 | -5 | -1 | 7 | -2
COc1ccc(CCC(=O)N2CCN(S(=O)(=O)c3ccc(C)cc3)CC2)cc1 | -9 | 5 | 0.0 | -22 | -1 | -6 | 0 | -1
CCCC(O)(CCN1CCCCC1)c1ccc(OCC)cc1 (stereo not drawn) | -3 | -5 | 0.2 | 0 | 4 | -3 | 33 | -1
CO[C@H]1CN(C)C(=O)c2cc(NC(=O)c3ccccc3)ccc2OC[C@@H](C)N(C(C)=O)C[C@@H]1C | / | -4 | / | -3 | -1 | -6 | 0 | -6
O=C(CSc1ncn[nH]1)Nc1ccc(Cl)c(S(=O)(=O)N2CCOCC2)c1 | -2 | / | 0.3 | -3 | 4 | -4 | / | /
O=C1N[C@@H](Cc2ccccc2)COC(=O)[C@H](Cc2ccc(F)cc2)CC/C=C/C[C@@H]1CC(=O)N(CCO)Cc1ccccc1 | / | -14 | 0.0 | -1 | 3 | 1 | 9 | 0
CCC(c1nnc(SCC(=O)Nc2ccc(C(=O)N(C)C)cc2)n1Cc1ccccc1)N(C)C (stereo not drawn) | -1 | -13 | 0.0 | -3 | 0 | 10 | / | -3
Cc1csc(SCC(=O)Nc2ccc3c(c2)OCCO3)n1 | -2 | 4 | -0.1 | -2 | -1 | -2 | / | /
O=C(c1ccc(F)cc1)N1CC(=O)N2[C@H](CO)[C@@H](c3ccc(-c4ccccc4)cc3)[C@H]2C1 | 1 | -9 | 0.3 | 2 | 1 | -7 | / | /
COc1cc2c(cc1OC)C(C)N(C(=O)c1cc3c(=O)oc4ccc(C)cc4c3s1)CC2 (stereo not drawn) | -24 | 4 | 0.1 | / | 3 | 1 | 8 | -1
CC1CCC(NC(=O)C2CCC(CNS(=O)(=O)c3ccc4c(c3)C(C)(C)C(=O)N4C)CC2)CC1 (stereo not drawn) | 14 | -16 | 0.0 | -1 | 3 | 5 | -14 | 1
O=C1C=C(c2ccc3c(c2)OCO3)C[C@@H](c2ccc(Cl)cc2)C1 | -5 | / | 0.5 | 0 | 0 | -2 | 19 | -1
O=C(C[C@@H]1CC[C@@H]2[C@H](COC[C@@H](O)CN2Cc2cccc(-c3ccncc3)c2)O1)N1CCN(c2ccccc2)CC1 | 5 | -13 | 0.0 | 0 | -1 | -46 | -3 | 4
CN(C)c1ccc(CNC(=O)C2(C)Cc3c(-c4cccc(C(N)=O)c4)ccnc3O2)cc1 (stereo not drawn) | 3 | / | 0.0 | / | -1 | -1 | 3 | -1
COC(=O)c1c(C)oc(C)c1S(=O)(=O)Nc1ccccc1 | -2 | ? | 0.0 | -2 | -3 | -4 | 1 | 0
C[C@@H](NC(=O)[C@H]1[C@H](CO)[C@H]2Cn3c(ccc(-c4ccccc4)c3=O)[C@@H]1N2C)c1ccccc1 | -11 | / | 0.8 | -3 | -3 | -5 | 9 | 1
C[C@H]1CN([C@@H](C)CO)S(=O)(=O)c2ccc(-c3cccc(C#N)c3)cc2O[C@H]1CN(C)C(=O)c1cccnc1 | -2 | 9 | -1.0 | -2 | 0 | 3 | 16 | 1
CC(=O)Nc1cccc(C(=O)N2CCN(S(=O)(=O)Cc3ccccc3)CC2)c1 | -24 | 4 | 0.1 | -1 | 1 | -4 | -3 | /
CC(=O)N1CCc2cc(S(=O)(=O)NCC(=O)NCc3ccc(Cl)cc3)ccc21 | -7 | -5 | 0.0 | -3 | 2 | -2 | 10 | -1
CC(C)NC(=O)Nc1ccc2c(c1)CC(=O)N([C@@H](C)CO)C[C@@H](C)[C@@H](CN(C)S(C)(=O)=O)O2 | -3 | -4 | -0.1 | / | 1 | 4 | 5 | -2
Cc1ccc(CNC(=O)CC(C)S(=O)(=O)c2ccc3c(c2)NC(=O)CS3)o1 (stereo not drawn) | 7 | -17 | 0.0 | 4 | 5 | -4 | 11 | 6
CN(C)c1cccc(C(=O)NNC(=O)C23CC4CC(CC(C4)C2)C3)c1 | -35 | 5 | 0.4 | -2 | 0 | 0 | 10 | 0
Cc1ccc(S(=O)(=O)Nc2ccc3c(c2)C(=O)N([C@@H](C)CO)C[C@H](C)[C@@H](CN(C)S(=O)(=O)c2ccccc2)O3)cc1 | 11 | -1 | -0.1 | 2 | 5 | -5 | 44 | -1
Cc1noc(C)c1S(=O)(=O)N(C)C[C@H]1OCCCC[C@H](C)Oc2ccc(NC(=O)Nc3ccc(F)cc3)cc2C(=O)N([C@@H](C)CO)C[C@@H]1C | 3 | -2 | -0.1 | 0 | 1 | -4 | / | 5
COc1ccccc1C(=O)C1CCCN(C(=O)c2cccnc2SC)C1 (stereo not drawn) | 2 | -6 | 0.0 | 0 | -2 | 4 | / | /
Cc1cccc(C(=O)NCC(=O)OCC(=O)N(C)CC(=O)Nc2ccccc2Cl)c1 | 10 | 9 | 0.0 | -9 | 0 | -1 | -2 | -1
CCC(C)NC(=O)c1cccc(C)c1 (stereo not drawn) | -1 | 1 | -0.2 | 13 | -1 | 1 | 3 | 0
COc1ccc2c3c(n(C)c2c1)[C@H](CO)NCC31CN(C(=O)Nc2ccc3c(c2)OCO3)C1 | -11 | -6 | 0.2 | / | 0 | -2 | / | /
Cc1ccc(S(=O)(=O)NNC(=O)Nc2ccc(Cl)c(Cl)c2)cc1 | -2 | / | 0.1 | -3 | / | 2 | / | /
CC(=O)c1cccc(-c2cnc3c(NC=O)cc(-c4ccccc4Oc4ccccc4)cn23)c1 | 2 | -15 | -0.1 | / | -1 | -4 | -1 | -1
Cc1cccc(C)c1OCC(=O)N/N=C/c1cccn1C | -10 | 2 | / | / | / | / | -2 | 1
Cc1ccc(Nc2nc(-c3ccccc3)cs2)nc1 | 60* | 11 | 0.0 | -2 | -4 | -1 | -13 | -15
COc1ccc(S(=O)(=O)N2CCC(C(=O)NCCN3CCOCC3)CC2)cc1 | 0 | 3 | 0.0 | 0 | 1 | 1 | 2 | 0
O=C(NCc1ccc2c(c1)OCO2)C(=O)Nc1ccccc1 | -22 | 6 | 0.1 | / | -4 | -10 | / | /
COc1ccc(OC)c(S(=O)(=O)N2c3cc(F)ccc3CCC2C)c1 (stereo not drawn) | 11 | -10 | / | / | / | / | 18 | 1
Cc1noc(C)c1NC(=O)Nc1ccc2c(c1)C(=O)N([C@@H](C)CO)C[C@@H](C)[C@H](CN(C)S(=O)(=O)c1ccccc1)OCCCC[C@H](C)O2 | 6 | -7 | 0.3 | -1 | 2 | 1 | / | 0
COC(=O)C1=C(C)N(Cc2ccc(F)cc2)C(=S)NC1c1ccc(F)cc1 (stereo not drawn) | 0 | / | 0.0 | -1 | 4 | -2 | / | /
CCCCCc1c(-c2ccccc2F)ncn1CCc1ccccc1OC | 11 | / | 0.1 | / | 3 | -4 | / | /
Cc1ccc(CSCC(=O)NCc2ccco2)cc1 | -12 | 4 | 0.0 | -2 | -1 | 2 | / | -3
CCOC(=O)C1(CCOC)CCN(Cc2ccc(C(=O)OC)cc2)CC1 | -9 | -3 | 0.0 | -3 | 0 | 6 | -6 | -3
CNC[C@H]1OCCCC[C@H](C)Oc2ccc(NC(=O)C3CCCCC3)cc2C(=O)N([C@H](C)CO)C[C@@H]1C | -2 | -4 | -0.9 | 1 | -1 | -3 | -10 | 1
C[C@H](CO)N1C[C@H](C)[C@H](CN(C)C)Oc2ncc(-c3cccnc3)cc2C1=O | 6 | 4 | -0.8 | -3 | 2 | -4 | -6 | 39
COc1ccc(CSc2nc(C)cc(C)c2S(C)(=O)=O)cc1 | 8 | / | 0.0 | -7 | 0 | -4 | / | /
CO[C@@H]1CN(C)C(=O)c2cc(NC(=O)c3ccccc3)ccc2OC[C@H](C)N(C(=O)CN(C)C)C[C@@H]1C | -13 | -23 | 0.2 | -3 | / | 53 | -4 | -6
CCOc1ccc(N(CC(=O)NCc2ccc(OC)cc2)S(C)(=O)=O)cc1 | -14 | / | 0.0 | -6 | -2 | -10 | 13 | -2
COc1ccc2c3c([nH]c2c1)[C@H](CO)N(Cc1ccc(Cl)cc1)CC31CN(Cc2nccs2)C1 | 5 | 1 | 0.2 | -5 | / | -28 | / | /
Cc1cc(NC(=O)c2cccs2)ncc1NC(=O)C(C)C | -49 | / | 0.0 | -5 | -4 | 5 | -9 | -2
O=C(COC(=O)c1cc([N+](=O)[O-])ccc1N1CCOCC1)Nc1cccc(F)c1 | -1 | / | 0.1 | 4 | 1 | 0 | 3 | -1
CCNC(=S)N1CCn2c(nc3ccccc32)C1 | -3 | 2 | 0.0 | / | / | / | 2 | /

The list continues:
Structure | LGR2 antag | PGC1a acetyl inh | XiGFP reactiv | SIRT5 block | ERAP1 inh | S100A4 inh HTS | C2C12 statin | Cneo AK release
O=C(CN1CCOCC1)N1CC[C@H]2[C@H](CO)Nc3ccc(Br)cc3[C@H]21 | 27 | 7 | 0.0 | / | / | / | -5 | -18
COc1cccc(CNC(=O)C[C@H]2CC[C@H](NC(C)=O)[C@@H](CO)O2)c1 | -3 | 2 | 0.4 | -2 | 2 | -1 | 2 | -7
Cc1cccc(C(=O)NC2CCN(S(=O)(=O)c3ccccc3)CC2)c1 | 11 | 8 | -0.1 | -2 | -2 | 1 | -3 | 1
O=C(NC1CC1)C1=C[C@@H](C2CC2)C[C@@H](OCc2ccc(CO)cc2)O1 | 2 | / | -0.1 | / | / | 0 | 10 | 7
Cc1ccc(C)c(-c2csc(N/N=C/c3ccco3)n2)c1 | -11 | 3 | 0.0 | -2 | 3 | -4 | / | /
COc1ccc(-c2cn(CC[C@H]3CC[C@H](NC(=O)Cc4ccccn4)[C@@H](CO)O3)nn2)cc1 | 6 | 2 | -0.1 | -3 | 1 | -21 | -3 | 0
COC(=O)CCc1nc2cc(Cl)ccc2n(Cc2ccccc2)c1=O | -10 | / | 0.3 | 0 | 2 | 0 | / | /
COc1ccc2c(c1)CCc1c(C(=O)NC3CCCCC3)noc1-2 | -28 | -1 | / | / | / | / | -14 | 2
CCCNC(=O)C[C@@H]1C[C@@H]2c3cc(NC(=O)C4CCOCC4)ccc3O[C@@H]2[C@@H](CO)O1 | 1 | -6 | -0.1 | -3 | 0 | 8 | 3 | 2

Bioassay records as filed in PubChem.
